# Screens: PubChem BioAssay, National Center for Advancing Translational Sciences (NCATS)
# APEX1 inh: qHTS Assay for Inhibitors of the Human Apurinic/apyrimidinic Endonuclease 1 (APE1); DNA repair nuclease/redox regulator APEX1 (Homo sapiens), P27695; recombinant APE1, TAMRA/BHQ-2 abasic DNA cleavage fluorescence; Potency, µM (doses to about 65.8 µM), for the others: at the highest dose activity change, negative = inhibition, most hits filed as inhibitors; 350,000 compounds, 0.35% hits; AID 2517, 2012;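 further: plate controls were vehicle for no effect and reference inhibitor for full effect; nearly all actives have a fitted effect of over 55% in size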
#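 APE1 at 0.75 nM final was preincubated with compound 15 min at room temperature, then 50 nM double-stranded THF abasic-site substrate (5'-TAMRA/3'-BHQ-2) was added. Fluorescence (ex 525/em 598 nm) was read kinetically; third-minus-first read gave activity.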
# BAZ2B block: qHTS Assay for Inhibitors of BAZ2B; Bromodomain adjacent to zinc finger domain protein 2B (Homo sapiens), Q9UIF8; AlphaScreen BAZ2B-H3K14Ac peptide displacement; Potency, µM (series often up to 114 µM), for inactives: top-dose activity change, negative = inhibition, actives largely listed as inhibitors; 360,000 compounds, 4.4% hits; AID 504333, 2011; further: on the % scale 0 is the no-effect control and ±100 the full control effect; nearly all actives have a fitted effect of over 60% in size
#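 Inhibition is scored as reduced AlphaScreen emission. The BAZ2B/b-H3(5-23)K14Ac complex (50 nM each) in PBS pH 7.4, 0.01% Tween-20 meets compound (up to 110 uM) for 30 min at RT before bead addition.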
# BLM helicase inh: qHTS Assay for Inhibitors of Bloom's syndrome helicase (BLM); RecQ-like DNA helicase BLM (Homo sapiens), P54132; recombinant BLM DNA unwinding, fluorescence dequenching; Potency, µM (top dose mostly 56.1 µM), inactives show at the top dose activity change, negative = inhibition, actives largely listed as inhibitors; 350,000 compounds, 0.2% hits; AID 2528, 2010;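 further: plate controls were vehicle for no effect and no enzyme for full effect; nearly all actives have a fitted effect of over 35% in size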
# Pol kappa inh: qHTS for Inhibitors of Polymerase Kappa. purified Pol kappa, fluorescent DNA synthesis assay, 10 min. DNA polymerase kappa (Homo sapiens), Q9UBT6. AID 588579, 2011. 400,000 compounds, 0.53% hits. Potency, µM (highest dose often 107 µM), for the others: at the highest dose activity, negative = inhibition, actives largely listed as inhibitors; further: on the % scale 0 is the no-effect control and ±100 the full control effect
#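 10 nM Pol kappa preincubated 15 min at room temperature with compounds, then reaction started with substrate at 50 nM final. Fluorescence read kinetically at 0 and 10 min; buffer-only wells served as negative control.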
# Pol eta inh: qHTS for Inhibitors of Polymerase Eta; Potency, µM (doses to about 114 µM), inactives show top-dose activity change, negative = inhibition, hits mostly inhibitors; 390,000 compounds, 1.2% hits; DNA polymerase eta (Homo sapiens), Q9Y253; AID 588591, 2011; recombinant Pol eta, fluorescent DNA replication assay; further: on the % scale 0 is the no-effect control and ±100 the full control effect
#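 Pol eta (10 nM) was preincubated with compounds for 15 min at room temperature, after which fluorescent replication substrate (50 nM final) was added to start the reaction. Fluorescence was read kinetically at 0 and 10 min.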
# POLI inh: qHTS for Inhibitors of Polymerase Iota; 390,000 compounds, 1% hits; Potency, µM (titrated, usually from 115 µM), for inactives: at the highest dose activity, negative = inhibition, most hits filed as inhibitors; Pol iota fluorescent replication assay, 10 min
#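 Pol iota at 10 nM preincubated 15 min with compounds at room temperature; reaction started with fluorescent substrate, 50 nM final. Fluorescence read kinetically at 0 and 10 min; buffer-only wells as negative control.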
# POLB inh: qHTS Assay for Inhibitors of DNA Polymerase Beta; 340,000 compounds, 1.3% hits; P06746; Potency, µM (series often up to 114 µM), inactives show at the highest dose activity change, negative = inhibition, actives largely listed as inhibitors; AID 485314, 2010; Pol beta primer extension/strand displacement, fluorescence kinetic; further: on the % scale 0 is the no-effect control and ±100 the full control effect
#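 Enzyme-only controls used 10 nM Pol beta; buffer lacking enzyme served as negative control. Compound preincubated 15 min, then 50 nM substrate added; 0 and 10 min reads at room temperature.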
# G9a inh: qHTS Assay for Inhibitors of Histone Lysine Methyltransferase G9a. AID 504332, 2011. G9a H3K9 monomethylation, AlphaScreen, 2 h. Potency, µM (highest dose often 102 µM), for inactives: at the top dose activity, negative = inhibition, most hits filed as inhibitors. 350,000 compounds, 8.8% hits. Histone-lysine N-methyltransferase EHMT2 (Homo sapiens), Q96KQ7; further: on the % scale 0 is the no-effect control and ±100 the full control effect; nearly all actives have a fitted effect of over 75% in size
#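 G9a (20 nM) was preincubated 15 min with compound, then reacted 2 h at room temperature with 500 nM biotin-H3K9 peptide and 20 µM SAM. Monomethyl-H3K9 detected by AlphaScreen using anti-H3K9me1 antibody.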
# Anesthetic bind: qHTS Assay for Identification of Novel General Anesthetics | Ferritin light chain (Equus caballus), P02791 | apoferritin/1-aminoanthracene competitive binding, fluorescence | Potency, µM (top dose mostly 77.5 µM), without a hit: top-dose activity change, negative = displacement, most hits filed as inhibitors | 350,000 compounds, 0.074% hits | AID 485281, 2010; further: on the % scale 0 is the no-effect control and ±100 the full control effect; nearly all actives have a fitted effect of over 20% in size
#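 Apoferritin-based anesthetic binding model; compound displacement of fluorescent 1-AMA measured as endpoint fluorescence after 10 minutes at room temperature, scaled to free-ligand and complex controls.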
# The depositor's hits bear a star; u = inconclusive; x = not tested or not shown; [ ] = another dose, or the depositor's remark. The call rests on the fitted dose curve; in most records, active means well fitted curve in the direction sought with a large enough effect; inconclusive means small, poorly fitted or top-dose-only effect, or another doubt; inactive means no such curve, though single readings can be large; an effect the other way counts as inactive or inconclusive. Potency means the concentration at half of the fitted maximal effect. An excerpt, so the mix of outcomes need not match the whole.
SMILES,APEX1 inh,BAZ2B block,BLM helicase inh,Pol kappa inh,Pol eta inh,POLI inh,POLB inh,G9a inh,Anesthetic bind
CN(C)C(=S)Nc1cccc(F)c1,-1.1%,3.1%,-3.1%,3.9%,-13.4%,41.1%[activator],97.1%,1.2%,-8.2%
COc1ccccc1CC(=O)Nc1ncc(C)s1,15.0%,1.1%,2.6%,4.4%,-9.7%,20.3%,-22.5%,54.0%[activator],-12.8%
O=C(Cn1cnc2ccccc21)OCC(=O)N1CCCCC1,0.3%,x,x,-9.9%,-6.3%,47.3%[activator],x,x,x
COCCn1c(C)cc(C(=O)COC(=O)c2ccc(Cl)c(S(N)(=O)=O)c2)c1C,4.9%,u,x,-9.8%,-3.4%,12.1%,x,u,x
Cc1ccc(NC2=C([N+](=O)[O-])CS(=O)(=O)C2)cc1,-3.7%,0.9%,-0.8%,-22.8%,-11.3%,u,4.1%,u,-6.9%
CCCN(C(=O)Cn1nc(Cc2ccncc2)c2ccccc2c1=O)c1ccccc1C,x,-29.2%,-0.8%,-14.0%,-6.4%,22.6%,2.0%,-2.5%[59 µM],-10.7%
N#Cc1cnn(CC2CCCCC2)c1N,-10.8%,10.1%,-1.4%,3.4%,-1.0%,14.1%,15.3%,21.5%[59 µM],-20.0%
CCOc1ccc(NC(=O)CCC(=O)Oc2ccc(C)cc2)cc1,22.2%,12.8%,-6.4%,-7.2%,-18.3%,39.4%[activator],5.2%,25.6%,4.6%
CC(=O)c1cccc(NC(=O)c2oc(=O)c3ccccc3c2-c2ccccc2)c1,x,-16.4%,-11.7%,-4.1%[60.1 µM],-9.6%,6.0%,9.9%,-0.9%[59 µM],-1.5%
CN(C)Cc1ccccc1-c1ccc2ncnc(N(C)Cc3ccco3)c2c1,13.2%,x,-6.1%,-3.7%[60.1 µM],x,x,x,x,-1.3%
Cc1cccc(N2CCN(CC(=O)Nc3ccc(-n4cnnn4)cc3)CC2)c1C,8.4%,8.0%,-0.6%,6.5%,u,8.9%,11.8%,-10.0%[12.7 µM],-7.7%
Cc1nn(C(=O)c2ccccc2)c2c1C(=O)CC(C)(C)C2,0.7%,-2.9%,2.2%,-6.3%,1.8%,-1.3%,-0.9%,-4.5%[12.7 µM],5.3%
CCC(C)[C@H](Nc1nc(-c2ccccc2)nc2c1oc1ccccc12)C(=O)O (stereo partly specified),-2.7%,u,-2.8%,-5.1%,4.2%,10.7%,28.0%,-1.5%[0.501 µM],-16.8%
COCCCNC(=O)CCC(=O)N1Cc2ccccc2Oc2ncccc21,x,10.8%[57.1 µM],1.9%,2.5%,-15.7%,5.7%,-2.0%,2.0%[59 µM],-3.1%
Cc1ccc(NS(=O)(=O)c2cc(NC(=O)C(C)Oc3ccccc3)ccc2C)c(C)c1 (stereo unspecified),0.6%,-36.3%,-14.0%,4.3%,u,0.4%,15.8%,14.1%[59 µM],3.4%
O=C(CCCN1C(=O)c2ccccc2C1=O)Nc1ccccn1,1.4%,10.8%,-0.1%,-0.6%,-10.1%,-3.1%,1.0%,21.6%[59 µM],-6.1%
Cc1cc(Cl)ccc1NC(=O)CN1CCCC1,34.6%,4.4%,2.9%,-1.6%,-0.3%,23.0%,-23.8%,62.2%[activator],-4.1%
COc1ccc(-c2cn3cc(C)ccc3n2)cc1Br,-3.5%,-9.9%,2.5%,-15.2%,-9.1%,121.3%[activator],9.0%,20.0%,-2.9%
N#Cc1ccc(-c2c(-c3ccccc3)ncc3cc(F)ccc23)cc1,2.5%,10.6%,x,-3.0%,4.2%,u,x,-4.2%[0.501 µM],x
Cc1cc(C)nc(NC(=O)c2c(C(=O)O)noc2C)n1,-2.1%,u,-3.2%,2.5%,-13.8%,23.4%,17.6%,u,0.6%
Cn1c(N)c(C(=O)CSc2ncn[nH]2)c(=O)n(C)c1=O,0.6%,3.2%,-1.4%,-3.9%,-9.2%,-17.5%,6.2%,1.3%,0.2%
CC(C)(C)NC(=O)NC(=O)COC(=O)CNC(=O)c1cccc(F)c1,17.5%,4.8%,-1.6%,-4.5%,-23.2%,10.2%,56.8%,1.2%[12.7 µM],-13.7%
Cc1cccc(N/C=C(\[N+](=O)[O-])S(=O)(=O)c2ccccc2)c1,-3.6%,u,3.2%,0.2%,-6.0%,71.6%[activator],0.1%,u,-1.1%
Cc1ccc(C(=O)OCC(=O)NNC(=O)COc2ccc(Cl)cc2)c(O)c1,42.5%,5.7%,x,6.9%,-10.0%,12.3%,x,1.8%[12.7 µM],x
O=C(COC(=O)c1ccc(Cl)cc1)NC1CCCCCC1,15.1%,2.3%,x,-12.5%,-25.3%,24.3%,x,8.8%[59 µM],x
CC(=O)c1cccc(NC(=O)CN(c2cccc(F)c2)S(C)(=O)=O)c1,1.7%,5.9%,-2.0%,-6.5%,-6.4%,0.0%,-1.7%,-27.5%[59 µM],4.6%
O=C(c1ccc(OC2CCN(Cc3ccccc3OC(F)F)CC2)cc1)N1CCCC1,76.9%[activator],5.3%[57.1 µM],0.6%,9.2%,-15.6%,9.3%,1.4%,9.1%,-18.5%
O=C(c1cccs1)N1CCN(S(=O)(=O)N2CCOCC2)CC1,18.3%,-2.0%,1.0%,2.8%,-14.1%,7.3%,-7.9%,-5.0%[12.7 µM],2.6%
Cc1ccc(-c2csc(NC(=O)c3ccno3)n2)cc1,-1.2%,u,-19.0%,-23.7%,44.7µM*,u,14.1µM*,50.1µM*,-16.7%
O=C(Cn1cnc2c(cnn2-c2ccc(F)cc2)c1=O)NCc1ccco1,9.3%,-6.1%,-3.0%,-2.7%,-15.3%,9.7%,27.2%,-36.4%,-7.1%
Cn1cc(SCC(=O)NCc2ccc3c(c2)OCO3)c2ccccc21,1.1%,-3.5%,2.8%,5.3%,-5.8%,-8.7%,-1.9%,-12.8%[59 µM],-0.6%
Cc1sc(NC(=O)C2CCCCC2C(=O)O)c(C(N)=O)c1-c1ccc(C(C)C)cc1 (stereo unspecified),-1.3%,-37.1%,-1.2%,-16.5%,-3.3%,-0.6%,27.3%,34.0%[59 µM],-9.3%
COc1ccc(-c2c(NC(=O)c3ccco3)n(-c3ccccc3)nc(C)c2=O)cc1,-0.1%,-12.2%,1.4%,-6.9%,0.7%,105.9%[activator],0.6%,-26.4%,-1.4%
Cc1nc(Oc2ccc(S(=O)(=O)N3CCOCC3)cc2Cl)c2c3c(sc2n1)CCCC3,12.9%,-8.1%,-10.5%,-9.2%,-13.7%,45.8%[activator],u,1.5%[59 µM],2.1%
O=C(Cc1ccccc1)NNC(=O)Nc1ccc(Cl)c(Cl)c1,0.3%,1.2%,-2.2%,-4.7%,-13.6%,61.2%[activator],29.0%,-0.3%,8.0%
CCCCCCn1c(CN2CCN(C(=O)c3ccco3)CC2)nc2c1c(=O)n(C)c(=O)n2C,-2.4%,9.5%,4.6%,u,-11.6%,20.4%,9.6%,u,44.8%[activator]
Cc1nnc(SCC(N)=O)n1CC1CCCO1 (stereo unspecified),0.2%,-4.0%,0.2%,0.6%,3.9%,5.4%,-1.6%,-0.2%[2.33 µM],-4.3%
CC(=O)c1ccc(S(=O)(=O)NCCC(=O)OCC(=O)NCCc2ccccc2)cc1,-2.4%,-3.8%,-7.5%,0.6%,-24.5%,u,10.9%,4.9%[12.7 µM],-4.5%
COc1cc(CN(C)Cc2nc3cc(C(F)(F)F)ccc3c(=O)[nH]2)ccc1OC(F)F,-3.8%,-17.4%,-5.7%,-6.7%,u,11.2%,37.1%,7.8%,-21.0%
Cc1cc(N)ccc1NC(=O)CN1CCCC1,1.9%,50.1µM*,-2.6%,-17.1%,-13.9%,11.0%,40.6%,25.1µM*,3.9%
CCCc1ncc(C(O)c2cccc(OC)c2)n1C (stereo unspecified),17.9%,-1.9%,2.5%,-5.8%,0.2%,-19.1%,7.4%,x,-4.5%
COc1cccc(Cn2c(=O)cc(C)c3c(C)nn(-c4ccc(C)cc4)c32)c1,x,41.5%[activator],-6.0%,0.0%,-18.3%,22.5%,-0.6%,47.3%[activator][59 µM],-5.8%
COC(=O)c1ccc(CSc2ncnc3c2nnn3-c2ccc(F)cc2)o1,0.5%,9.1%,-3.6%,3.1%,-12.8%,-2.7%,40.6%,12.4%[59 µM],-14.7%
COc1ccc(CN2CCN(S(=O)(=O)c3ccc(F)cc3)CC2)cc1OC,1.0%,31.6µM*,-2.9%,8.8%,8.0%,223.1%[activator],11.7%,10µM*,-10.5%
Cc1c(NC(=O)/C(C#N)=C/c2ccc(-c3ccccc3Cl)o2)c(=O)n(-c2ccccc2)n1C,-1.2%,u,-0.9%,-19.9%,-11.8%,-16.3%,-1.4%,u,u

# Part of the list above in order of molar mass, highest first.
SMILES,APEX1 inh,BAZ2B block,BLM helicase inh,Pol kappa inh,Pol eta inh,POLI inh,POLB inh,G9a inh,Anesthetic bind
COc1cc(CN(C)Cc2nc3cc(C(F)(F)F)ccc3c(=O)[nH]2)ccc1OC(F)F,-3.8%,-17.4%,-5.7%,-6.7%,u,11.2%,37.1%,7.8%,-21.0%
CCCN(C(=O)Cn1nc(Cc2ccncc2)c2ccccc2c1=O)c1ccccc1C,x,-29.2%,-0.8%,-14.0%,-6.4%,22.6%,2.0%,-2.5%[59 µM],-10.7%
Cc1cc(Cl)ccc1NC(=O)CN1CCCC1,34.6%,4.4%,2.9%,-1.6%,-0.3%,23.0%,-23.8%,62.2%[activator],-4.1%
